Source: PubChem BioAssay
Polio RdRp inh: poliovirus RNA polymerase inhibition. P03300. poliovirus polymerase elongation, fluorescence polarization; hits give low values. % elongation, % (compound at 16.7 µg/mL). hit rate 0.66% among 150,000; in the data active = % elongation below about 90%; also: some results filed as inactive read as strong as hits
Target sequence (P03300 1749-2209 limits assumed): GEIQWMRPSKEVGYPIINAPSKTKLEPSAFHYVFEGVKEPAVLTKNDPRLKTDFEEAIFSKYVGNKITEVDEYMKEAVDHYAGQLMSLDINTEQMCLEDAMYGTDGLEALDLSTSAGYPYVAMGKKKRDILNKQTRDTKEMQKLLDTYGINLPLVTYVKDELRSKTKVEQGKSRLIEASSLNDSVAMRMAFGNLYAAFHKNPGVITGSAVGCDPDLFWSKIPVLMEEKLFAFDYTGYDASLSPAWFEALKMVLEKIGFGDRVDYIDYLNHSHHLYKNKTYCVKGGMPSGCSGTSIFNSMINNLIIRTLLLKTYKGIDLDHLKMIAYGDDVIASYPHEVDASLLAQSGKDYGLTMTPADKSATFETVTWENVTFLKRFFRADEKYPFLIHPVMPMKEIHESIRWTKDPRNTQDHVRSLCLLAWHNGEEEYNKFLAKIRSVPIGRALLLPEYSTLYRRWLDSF
Polio RdRp inh FP z-score: further read-out of Polio RdRp inh, marked with its call; z-score; measured here: FP z-score; hits read low
* = called active by the depositor; & = joins results of further samples.

SMILES	Polio RdRp inh	Polio RdRp inh FP z-score
COc1ccc(Cl)cc1N(CC(=O)Nc1ccccc1C(=O)N1CCOCC1)S(C)(=O)=O	99	-0.6
CC(C)(C)C1CCC(OC(=O)c2ccncc2)CC1 (stereo not drawn)	100	-0.6
CC(C)(C)OC(=O)N1CCC(c2c(C(=O)NCc3ccccn3)cnn2-c2ccc(F)cc2)CC1	107	0.2
O=C(Nc1ccc2nc(N3CCOCC3)sc2c1)C1CCCN1C(=O)c1cccs1 (stereo not drawn)	104	0.2
CCOc1ccc(C(=O)NC2CCN(CC(=O)NCc3ccccc3)CC2)cc1	103	0.6
COC(=O)C1=C(C)N(c2ccccc2)/C(=C/c2ccc(OC)cc2)C1=O	102	0.7
CCOC(=O)c1c(-c2ccccc2)oc2ccc(N(C(C)=O)S(=O)(=O)c3cc(C)ccc3C)cc12	103	-0.5
C=CCc1c(C)[nH]c(=S)[nH]c1=S	102	0.1
CCOc1ccc(NC(=O)CSc2nccn2Cc2ccco2)cc1	110	0.6
Cc1nc2ccccc2c2oc(C(=O)NCCC3=CCCCC3)cc12	97	-0.4
Cc1ccc(S(=O)(=O)Nc2ccc(C(O)(C(F)(F)F)C(F)(F)F)cc2)cc1	107	0.4
CCOC(=O)N1CCc2c(sc3c2c(=O)n(-c2ccc(Cl)cc2)c(=O)n3Cc2cccc(C)c2)C1	100	-1.4
Cc1ccc(NC(=O)CC2SC(=Nc3ccc(C)cc3C)N(CCN3CCOCC3)C2=O)cc1 (stereo not drawn)	103	-0.5
Cc1ccc(NC(=O)c2c(C(=O)Nc3ccccc3)sc3nc(C)cc(=O)n23)c(C)c1	105	-0.5
COc1ccc([N+](=O)[O-])cc1NC(c1nnc(-c2ccccc2)o1)c1ccccc1F (stereo not drawn)	104	-0.5
O=C(Cn1nc(C(F)F)cc1C1CC1)NCCC1=CCCCC1	100	-0.3
Cc1ccnc(NC(=O)CCCOc2ccc(Cl)cc2Cl)c1	102	0.3
COc1ccc(-n2cc3c(c2-c2cccc(Br)c2)c(=O)n(C)c(=O)n3C)cc1OC	106	-0.1
CCOC(=O)CSc1nc2ccccc2c(=O)n1CCc1ccc(OC)c(OC)c1	99	-1.5
Cc1nn(-c2ccccc2)c(C)c1C(O)c1nnc(-c2ccccc2)o1 (stereo not drawn)	102	0
Cc1ccc2c(c1)cc(C(=O)Nc1ccccc1C)n2C	109	0.5
Cc1cccc(Oc2ccc(NC(=O)C3CCC(C)CC3)cc2)c1 (stereo not drawn)	103	0.4
NC(=S)N1CCCC1	97	-0.5
CN(Cc1ccccc1)C(=O)COC(=O)c1ccccc1O	101	-0.4
CC1=C(c2ccc(C)cc2)S(=O)(=O)N(Cc2ccc(C(=O)Nc3ccc(F)cc3C)cc2)C1=O	105	0
O=C1CC(NCCc2ccccc2)C(=O)N1c1ccccc1 (stereo not drawn)	101	0
CCCn1c(=O)c2sccc2n2c(CCCC(=O)NCc3ccccc3)nnc12	111	-0.5
COc1ccc(OC)c(NC(=S)NCc2ccc3[nH]c(C)cc3c2)c1	102	0.1
CCCc1cc(C(=O)O)n[nH]1	100	-0.3
O=C(c1ccc(Cl)cc1)N1CCc2sccc2C1c1ccc(Cl)cc1 (stereo not drawn)	101	-0.2
COC(=O)c1cccc(Oc2nc(Nc3ccccc3F)nc(N3CCC4C=CC=CC4C3)n2)c1 (stereo not drawn)	102	0.3
Fc1ccc(Nc2nc(-c3ccc(F)cc3)c3c(n2)-c2ccccc2OC3)cc1	118	0.7
COc1cccc(CNC(=O)C(CC(C)C)NS(=O)(=O)c2ccc3c(c2)oc(=O)n3C)c1 (stereo not drawn)	103	-1.1
COC(=O)Nc1sc(C)nc1-c1ccccc1	103	0.4
Cc1noc(-c2ccccc2OCC(=O)Nc2cccc([N+](=O)[O-])c2)n1	114	1.3
CCCOc1cccc2ccccc12	101	0.4
CCCNC(=O)C1=CC(c2ccc3c(c2)OCO3)=NS(=O)(=O)N1C	106	-0.2
CCOC(=O)c1cnc(SCc2ccccc2)nc1N	104	1
COc1ccc(S(=O)(=O)N2Cc3ccccc3CC2C(N)=O)cc1OC (stereo not drawn)	102	0.2
CCNc1cc(N)[n+](CC)c2n[nH]c(N)c12	101	-0.3
CCOc1ccc2nc3sc(C(=O)Nc4nonc4C)c(N)c3cc2c1	94	-3.2
O=C1CC(C(=O)c2ccccc2)N=C(Nc2ccc(Cl)cc2Cl)N1 (stereo not drawn)	100	0
CCOc1ccc(/C=N/n2cnc3ccccc3c2=O)cc1CN1CC2CC(C1)c1cccc(=O)n1C2 (stereo not drawn)	103	1.2
Cc1cccc(N=C2SCC(=O)N2c2cccc(C)c2)c1	101	-0.2
CCOC(=O)C1CCCCN1S(=O)(=O)c1csc(C(N)=O)c1 (stereo not drawn)	98	-1
CCOC(=O)c1c(C)oc2nc(C)nc(N3CCN(c4cccc(C(F)(F)F)c4)CC3)c12	106	-0.2
O=C(Nc1ccc(Cl)cc1)C1CCCC1	104	-0.9
Cc1ccc(-n2nc(C)c3c(C)cc(=O)n(CC(=O)N4CCCc5ccccc54)c32)cc1	101	-1.3
CCOC(=O)Nc1cc(C(C)(C)C)on1	102	1.1
Cc1ccc(N2C(=O)N(CCN3C(=O)c4ccccc4C3=O)C(=O)C2C)cc1 (stereo not drawn)	109	0.9
COC(=O)c1ccccc1NC(=O)Cn1nnc(-c2ccc(OC)cc2)n1	100	-0.4
NC1=NC(=Nc2ccc(Cl)cc2)c2ccccc21	100&101	-0.1&-0.3
Cc1ccc(C)c(Cn2nc(C)n3c(cc4cc(C)ccc43)c2=O)c1	105	-0.2
c1ccc2c(c1)[nH]c1nc(SCCN3CCOCC3)nnc12	102	0.6
Cc1cccc(-n2nc3c(c2NC(=O)Nc2cccc(Cl)c2)CSC3)c1	102	0.5
COCC(C)NS(=O)(=O)c1ccc(F)cc1 (stereo not drawn)	105	0.1
Cc1ccccc1CN(C)C(=O)C1CC(=O)N(Cc2ccccc2)C1 (stereo not drawn)	104	0.4
O=C1C(c2cc(Cl)cc(Cl)c2)=C(O)c2ccccc21	98	-0.8
Cc1ccccc1N(C)C(=O)c1cn(C)c(=O)c2ccccc12	99	-1.5
C=CCn1c(NCc2ccc(Cl)cc2)nc2ccccc21	102	0.3

A few values from the entries so far.
Polio RdRp inh result of `C=CCn1c(NCc2ccc(Cl)cc2)nc2ccccc21` = 102
Polio RdRp inh FP z-score result of `Cc1cccc(-n2nc3c(c2NC(=O)Nc2cccc(Cl)c2)CSC3)c1` = 0.5

(further entries)
SMILES	Polio RdRp inh	Polio RdRp inh FP z-score
CC(C)CNC(=O)C1(c2cccs2)CCOCC1	105	0.8
CCN1CCC(=NNc2ccc(Cl)c(C(=O)O)c2)CC1	103	0.2
COc1cc(OC)c(OC)cc1CNc1sc2c(c1C(=O)Nc1ccccc1OC)CCC2	122	2.7
CCCC(=O)Nc1cc(C(=O)NCc2ccc(OC)cc2)ccc1S(=O)(=O)c1ccc(Cl)cc1	104	-0.3
COc1cc(OC)c(NC(=O)c2csc3c2CCC(C)C3)cc1Cl (stereo not drawn)	105	0.2
O=C(CCc1ccc(S(=O)(=O)N2CCOCC2)cc1)N/N=C/c1ccco1	104	0.2
COCCCNC(=O)c1[nH]c2ccccc2c1Sc1ccc(C)cc1	110	0.6
CS(=O)(=O)N1Cc2ccccc2CC1C(=O)OCC(=O)NCc1ccccc1 (stereo not drawn)	101	0.1
O=C(COc1ccccc1F)OCc1cc(=O)n2nc(C3CC3)sc2n1	107	0.1
COc1ccc(N=Cc2ccc3ccccc3c2)cc1	105	0.2
CCN(CC)c1ncnc2sc(C)c(C)c12	100	-0.5
O=C1/C(=C\c2ccsc2)N2CCC1CC2	104	0.9
c1ccc(Cn2c(Sc3nnnn3-c3ccccc3)nnc2-c2ccccc2)cc1	99	-1.2
O=C(CCc1nnc(-c2ccccc2)o1)c1ccc(Cl)cc1	100	-0.2
NC(=O)C1CCN(Cn2nnc3ccccc32)CC1	105	0.6
CCOC(=O)C(C#N)C(=O)c1ccc(NC(=O)c2ccccc2)cc1 (stereo not drawn)	103	0.9
Cc1ccn2c(=O)c(C3=Nc4ccccc4C3=O)c(O)nc2c1	103	0.3
CSc1ccc(CN(C)C(C)C(=O)Nc2cccc(C#N)c2)cc1 (stereo not drawn)	100	-0.3
COc1ccc(C)cc1S(=O)(=O)N1CCCC(C(=O)NCC2CCCO2)C1 (stereo not drawn)	100	0
O=C(Nc1cc(C(F)(F)F)ccc1-n1cncn1)C1=NN(c2ccccc2)C(=O)CC1	103	0
CCCC(=O)Nc1ccc2c(c1)nc1n2CCN(Cc2ccccc2)C1	102	0.5
CN(C)S(=O)(=O)n1cc(/C=C(\NC(=O)c2ccccc2)C(=O)N2CCOCC2)c2ccccc21	101	-0.6
COC(=O)C1=C(C)N=c2s/c(=C/c3ccc(OC)cc3)c(=O)n2C1c1cccs1 (stereo not drawn)	103	0.6
CCNC(=O)c1c(C)oc2ncn(C)c(=O)c12	102	-0.7
c1ccc(Nc2nc(N3CCCC3)nc(N3CCCC3)n2)cc1	99	-0.2
CC1CCN(C(=O)COC(=O)COc2ccccc2C#N)CC1	101	-0.2
O=C(Cc1ccccc1)N1CCN(CCCc2ccccc2)CC1	100	-0.5
CCc1ccc2[nH]c(C)c(CN3CCCCC3)c(=O)c2c1	103	0.3
COc1ccc(-c2nc(C)c(CCNS(=O)(=O)c3ccc4c(c3)OCCO4)s2)cc1OC	104	1.1
Cc1ccc2c(CC(=O)NCC3CCCCC3)coc2c1	101	-0.4

Grouped by structure, the entries above containing a nitro group on carbon (two)
SMILES	Polio RdRp inh	Polio RdRp inh FP z-score
COc1ccc([N+](=O)[O-])cc1NC(c1nnc(-c2ccccc2)o1)c1ccccc1F (stereo not drawn)	104	-0.5
Cc1noc(-c2ccccc2OCC(=O)Nc2cccc([N+](=O)[O-])c2)n1	114	1.3

Going on with the list.
SMILES	Polio RdRp inh	Polio RdRp inh FP z-score
CN(C)S(=O)(=O)c1cccc(COC(=O)c2ccc(Cl)cc2O)c1	102	-0.1
O=C(COC(=O)CSc1ccc(F)cc1)NC1CC1	101	-0.5
O=C(O)C1C2C=CC3(O2)C1C(=O)N1CCCOC13 (stereo not drawn)	100	-0.5
CC(C#N)Sc1nnc(-c2ccco2)n1C1CCCCC1 (stereo not drawn)	108	0.6
Cc1sc(-c2ccccc2)nc1CC(=O)NN	101	0.1
Cc1nc(-c2ccc(Cl)cc2)sc1CCNC(=O)C(=O)Nc1ccccc1C#N	110	0.8
Cc1ccc(C2=NN(CCC(=O)N3CCC(C(N)=O)CC3)C(=O)CC2)cc1	102	0.1
CC(C)Cn1c(=O)c2cc3c(=O)n(CC(C)C)c(=O)c3c(C(=O)c3ccc(Cl)cc3)c2c1=O	101	-0.1
Cc1cc(C=NCCO)c(C)n1-c1cc(Cl)ccc1Cl	104	0.3
O=C(COC(=O)c1sc2ccccc2c1Cl)Nc1ccccc1	101	-0.1
Cc1ccc(O)c(C(=O)/C=C(\N)C(F)(F)F)c1	98	-0.5
CCOc1ccccc1C(=O)NCc1ccc(OC)c(C(=O)OC)c1	108	0.8
COC(=O)c1ccsc1NC(=O)CS(=O)(=O)c1ccccc1	107	1.9
O=C(N1CCCCC1)N1c2ccccc2C=Cc2ccccc21	106	1.2
COc1cc2ccccc2cc1C(=O)Nc1cccc(-c2nc3cc(C)c(C)cc3o2)c1C	102	-1
CC(C)Cn1c(SCc2nnc(-c3ccccc3)o2)nnc1-c1ccccc1F	98	-0.6
c1ccc(Oc2cccc(Oc3ccccc3)c2)cc1	101	-0.1
CCN(CC)CCOC(=O)C1(C2CCCCC2)CCCCC1	99&99	-0.1&-0.4
O=C(NCCc1ccccc1Cl)C1CCN(c2nc3ccccc3nc2C(F)(F)F)CC1	99	-1.5
CCCN(CCC)S(=O)(=O)c1ccc(N)cc1	102	0.6
Cc1c(CC(=O)O)c(=O)oc2cc3oc4c(c3cc12)CCCC4	103	0.4
O=C1/C(=C\c2cccnc2)SC(=S)N1C1CCS(=O)(=O)C1 (stereo not drawn)	102	0.2
Cc1ccc(Nc2cn[nH]c(=S)n2)cc1	98	-1.3
COc1ccc(S(=O)(=O)n2nc(-c3ccco3)nc2NCc2ccc(OC)c(OC)c2)cc1	103	-0.8
Cc1csc(=O)n1CCC(=O)OCC(=O)c1ccc2ccccc2c1	101	-0.1
Cc1c(Cl)cccc1NC(=O)c1cc(-c2ccc3c(c2)OCO3)on1	104	0.1
COc1ccc(COc2ncnc3sccc23)cc1F	110	0.8
CCOC(=O)c1c(C)c(-c2ccccc2)n(CC(=O)NC(CC)Cc2ccccc2)c1C (stereo not drawn)	108	1.1
COc1ccc(NC(=O)c2oc3ccc(S(=O)(=O)N4CCC5(CC4)OCCO5)cc3c2C)cc1Cl	103	-1.8
CC(C)c1ccc(NC(=O)c2cn(C3CCCC3)c(=O)c3c2c2ccccc2n3C)cc1	108	-1.2

7 consecutive entries from above, quoted:
SMILES	Polio RdRp inh	Polio RdRp inh FP z-score
COc1ccc(Cl)cc1N(CC(=O)Nc1ccccc1C(=O)N1CCOCC1)S(C)(=O)=O	99	-0.6
CC(C)(C)C1CCC(OC(=O)c2ccncc2)CC1 (stereo not drawn)	100	-0.6
CC(C)(C)OC(=O)N1CCC(c2c(C(=O)NCc3ccccn3)cnn2-c2ccc(F)cc2)CC1	107	0.2
O=C(Nc1ccc2nc(N3CCOCC3)sc2c1)C1CCCN1C(=O)c1cccs1 (stereo not drawn)	104	0.2
CCOc1ccc(C(=O)NC2CCN(CC(=O)NCc3ccccc3)CC2)cc1	103	0.6
COC(=O)C1=C(C)N(c2ccccc2)/C(=C/c2ccc(OC)cc2)C1=O	102	0.7
CCOC(=O)c1c(-c2ccccc2)oc2ccc(N(C(C)=O)S(=O)(=O)c3cc(C)ccc3C)cc12	103	-0.5

Going on with the list:
SMILES	Polio RdRp inh	Polio RdRp inh FP z-score
CCCCc1nn2c(=O)cc(O)nc2s1	103	0.4
COc1ccc(-c2nnc(NC(=O)c3ccc(S(=O)(=O)N4CCCCC4)cc3)o2)cc1	102	0.5
COc1ccc(NC(=O)c2ccc(F)c(F)c2)c2ccccc12	104	0.5
O[C@H]1[C@H]2[C@H](O)CCCN2C[C@H]1O	101&99	0.1&0.1
COc1ccccc1C(=O)Nc1nc(-c2ccc(Br)cc2)ns1	108	0.4

These rows are one share of the data; the hit share may differ from the screen's.
